USP2a inh – qHTS Assay for Inhibitors of Ubiquitin-specific Protease USP2a Using CHOP2 as the Reporter; Ubiquitin carboxyl-terminal hydrolase 2 (Homo sapiens), O75604; USP2 core, Ub-CHOP2 coupled fluorogenic reporter, 485/531; Potency, µM (top dose mostly 38.3 µM), for the others: top-dose activity change, negative = inhibition, most hits filed as inhibitors; actives 0.01% (n = 330,000);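 note: potency is the fitted concentration of half-maximal effect; plate controls were DMSO wells for no effect and full inhibition by NEM control for full effect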
Target sequence (O75604 whole entry, looked up): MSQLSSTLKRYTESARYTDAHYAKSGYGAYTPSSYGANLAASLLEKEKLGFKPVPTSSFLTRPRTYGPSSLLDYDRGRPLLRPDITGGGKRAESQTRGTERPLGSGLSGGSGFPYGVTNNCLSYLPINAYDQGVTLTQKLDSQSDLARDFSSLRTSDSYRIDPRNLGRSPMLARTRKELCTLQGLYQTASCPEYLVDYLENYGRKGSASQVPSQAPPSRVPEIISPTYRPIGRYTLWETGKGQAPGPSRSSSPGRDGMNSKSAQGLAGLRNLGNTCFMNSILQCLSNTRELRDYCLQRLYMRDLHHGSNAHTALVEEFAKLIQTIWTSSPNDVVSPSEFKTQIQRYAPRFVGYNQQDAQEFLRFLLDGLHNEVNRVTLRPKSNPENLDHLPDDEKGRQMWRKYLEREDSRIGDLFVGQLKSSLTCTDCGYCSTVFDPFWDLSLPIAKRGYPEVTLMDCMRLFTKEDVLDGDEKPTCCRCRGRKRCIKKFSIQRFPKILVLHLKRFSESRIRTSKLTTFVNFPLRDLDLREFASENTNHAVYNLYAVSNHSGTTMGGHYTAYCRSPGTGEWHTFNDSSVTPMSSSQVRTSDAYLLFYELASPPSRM
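USP2 core (10nM final) preincubated 30min RT with compound in 20mM Tris-HCl pH 8.0, 2mM CaCl2, 2mM beta-mercaptoethanol, 0.05% CHAPS; 25nM Ub-CHOP2 plus 25nM reporter substrate added, fluorescence (Ex485/Em531) read after 60min.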
Eya2 phos inh – qHTS Assay for Inhibitors of the Phosphatase Activity of Eya2. recombinant Eya2, OMFP fluorescence dephosphorylation (OMFP is methylfluorescein phosphate). Potency, µM (top dose mostly 76.9 µM), for the others: at the highest dose activity, negative = inhibition, hits mostly inhibitors. actives 0.006% (n = 330,000). AID 488837, 2010; note: potency is the fitted concentration of half-maximal effect; % is set by controls: 0 for no effect and ±100 for the full control effect
Target sequence (O00167 whole entry, looked up): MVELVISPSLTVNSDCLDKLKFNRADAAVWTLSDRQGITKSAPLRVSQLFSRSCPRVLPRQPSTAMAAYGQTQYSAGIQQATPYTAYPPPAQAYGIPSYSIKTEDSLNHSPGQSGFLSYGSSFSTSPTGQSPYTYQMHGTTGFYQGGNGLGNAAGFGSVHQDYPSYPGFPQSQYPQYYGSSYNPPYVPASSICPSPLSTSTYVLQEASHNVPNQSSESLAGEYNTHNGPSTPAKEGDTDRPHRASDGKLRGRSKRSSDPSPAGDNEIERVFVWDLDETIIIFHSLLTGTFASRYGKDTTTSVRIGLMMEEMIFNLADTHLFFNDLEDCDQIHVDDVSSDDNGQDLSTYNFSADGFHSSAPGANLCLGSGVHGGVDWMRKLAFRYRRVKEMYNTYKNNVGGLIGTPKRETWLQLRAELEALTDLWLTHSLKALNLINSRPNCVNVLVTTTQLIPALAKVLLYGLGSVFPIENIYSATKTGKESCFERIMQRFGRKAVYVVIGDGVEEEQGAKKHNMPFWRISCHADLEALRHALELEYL
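Eya2 (0.2 uM) preincubated 10 min at ambient with compound, then OMFP substrate added at 50 uM; 10 min reaction in 50 mM HEPES pH 7.5, 50 mM NaCl, 5 uM MgCl2, 0.05% BSA, 1 mM DTT. Fluorescence read at Ex 485/Em 525 nm.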
p53 reactivation – qHTS assay for re-activators of p53 using a Luc reporter | H1299 p53-A138V BP100-luciferase reporter, luminescence, 24 h | Potency, µM (series often up to 92.2 µM), without a hit: at the top dose activity change, positive = activation, usual class: activators | actives 0.063% (n = 320,000) | AID 504706, 2011; note: potency is the fitted concentration of half-maximal effect; % of control where 0% means no effect; nearly all actives have a fitted effect of over 45% in size
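H1299 (p53-null), stable ts p53-A138V + BP100-Luc; 1000 cells/well, Opti-MEM/10% FBS; cpd 4 pt, 1:5; 24 h, 37 deg C, 5% CO2; detection reagent 10 min RT; luminescence.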
ASM inhibitor – Inhibitors of Secretory Acid Sphingomyelinase (S-ASM): qHTS. placental ASM, HMU-PC fluorogenic substrate, 60 min. AID 504937, 2011. Sphingomyelin phosphodiesterase (Homo sapiens), P17405. actives 0.006% (n = 340,000). Potency, µM (doses to about 57.5 µM), for inactives: at the top dose activity change, negative = inhibition, actives largely listed as inhibitors; note: potency is the fitted concentration of half-maximal effect
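Human placenta-derived ASM preincubated with compound 10 min at room temperature, then reacted with 9 uM (final) fluorogenic HMU-PC substrate for 60 min at 37 C. Stop solution raises pH to 10; fluorescence read at Ex 386/Em 447 nm.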
B2AR arrestin – qHTS assay of beta-arrestin-biased ligands of beta2-adrenergic receptor | Beta-2 adrenergic receptor (Homo sapiens), P07550 | beta-arrestin recruitment to beta2AR, cell-based reporter | Potency, µM (titrated, usually from 46.1 µM), for the others: at the highest dose activation, actives largely listed as activators | actives 0.02% (n = 330,000) | AID 492947, 2010;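 note: potency is the fitted concentration of half-maximal effect; 0% = DMSO controls and full agonism = EC100 isoproterenol or metaproterenol; nearly all actives have a fitted effect of over 65% in size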
TRPV1 ag – HTS Assay for Compounds that Act as Agonists of the Vanilloid Receptor 1. Transient receptor potential cation channel subfamily V member 1 (Homo sapiens), Q8NER1. TRPV1-expressing cells, Fluo-8 calcium influx, agonist mode. activation, % at 8.33 µM. actives 0.19% (n = 320,000). AID 540275, 2011; in the data active = activation above about 80%; inconclusive = between about 30% and that limit; note: 0% is about no effect
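Cells expressing TRPV1 were dye-loaded with Fluo-8 and read kinetically: 10 s baseline, 3 min after compound (agonist portion), then 2 min after EC20 capsaicin (allosteric enhancer portion). Calcium-bound dye fluorescence at 480/520 nm.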
BRCA1 expr up – qHTS Assay to Identify Small Molecule Activators of BRCA1 Expression; MCF7-BRCA1-FFLuc reporter, luminescence, 48 h; response scale: scaled: vehicle 0%, 10 µM genistein 100%; Potency, µM (series often up to 46.1 µM), inactives show at the highest dose activation, actives largely listed as activators; actives 1.1% (n = 380,000); AID 624202, 2012; note: potency is the fitted concentration of half-maximal effect; nearly all actives have a fitted effect of over 80% in size; some results filed as inactive show a strong effect at the top dose
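Luminescence from a BRCA1-driven firefly luciferase in MCF7 cells was the read-out, taken 15 min after substrate addition following 48 h compound exposure at 37 °C. Data were normalized to a 10 microM genistein control and DMSO vehicle.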
a7 integrin act – qHTS for Activators of Integrin-Mediated Alleviation for Muscular Dystrophy | alpha7betagal myoblasts, beta-gal FDG fluorescence, 48 h | Potency, µM (series often up to 38.3 µM), for inactives: at the highest dose activation, usual class: activators | actives 0.064% (n = 350,000) | AID 624291, 2012;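 note: potency is the fitted concentration of half-maximal effect; 100% = response of the positive control SU9516; nearly all actives have a fitted effect of over 60% in size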
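Alpha7betagal+/- myoblasts (passage 13) were plated 16-24 hr, then exposed to compounds (1:260 dilution of DMSO stock) for 48 hours at 37C. After MPER lysis, β-galactosidase reporter activity was read as FDG fluorescence (ex 480/em 540) after 30 minutes.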
uPA generation – qHTS for Inhibitors of Cell Surface uPA Generation; cell surface uPA generation assay, qHTS; Potency, µM (series often up to 38.3 µM), without a hit: top-dose activity change, negative = inhibition, most hits filed as inhibitors; actives 0.31% (n = 330,000); AID 540303, 2011; active = well fitted inhibition curve with a large enough effect; inconclusive = small, poorly fitted or top-dose-only effect; inactive = no such curve, though single readings can be large or run the other way; tested in mouse RAW 264.7 cells; note: potency is the fitted concentration of half-maximal effect; % is set by controls: 0 for no effect and ±100 for the full control effect; nearly all actives have a fitted effect of over 55% in size
ELG1 genotox – qHTS screen for small molecules that induce genotoxicity in human embryonic kidney (HEK293T) cells expressing luciferase-tagged ELG1 | HEK293T ELG1-luciferase reporter, luminescence, 16 h | Potency, µM (series often up to 46 µM), without a hit: at the top dose activity change, positive = activation, most hits filed as activators | actives 1.3% (n = 330,000) | AID 504466, 2011; note: potency is the fitted concentration of half-maximal effect; % of control where 0% means no effect; nearly all actives have a fitted effect of over 60% in size
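Reporter readout depends on ELG1 protein level, which increases with genetic stress. After 16 hr compound exposure at 37 °C, luciferase activity was quantified using ONE-Glo.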
PTAP TSG101 blk – qHTS Assay for Iinhibitors of HIV-1 Budding by Blocking the Interaction of PTAP/TSG101 | 340,000 tested, under 10 active | Potency, µM (doses to about 115 µM), without a hit: top-dose activity change, negative = inhibition, most hits filed as inhibitors | Fluorescence polarization, FITC-PTAP peptide / Tsg101 binding | Tumor susceptibility gene 101 protein (Homo sapiens), Q99816; active = well fitted inhibition curve with a large enough effect in the main read-out, with a control signal flat, not every such curve was filed as active; inconclusive = small, poorly fitted or top-dose-only effect, or effect the other way, or a change in a side signal; inactive = no such curve, though single readings can be large or run the other way; note: potency is the fitted concentration of half-maximal effect; % of control where 0% means no effect
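Steps: Tsg101 binding domain dispensed (10 uM final), compounds pinned in DMSO, FITC-labeled PTAP-motif peptide added (50 nM final); after 20 min binding at room temperature, polarization measured.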
Active calls of the source: *; i = inactive; ? = inconclusive; · = not tested or not shown; [ ] = remark or other dose. Unless noted, calls come from the whole dose curve; as a rule, active = well fitted curve in the direction sought with a large enough effect; inconclusive = small, poorly fitted or top-dose-only effect, or another doubt; inactive = no such curve, though single readings can be large; an effect the other way counts as inactive or inconclusive.

1. O=C(NS(=O)(=O)N1CCOCC1)C1=C(N2CCCC2)COC1=O
2. CC(C)CN1CCN(CCCc2ccccc2)C(CCO)C1 (centres undefined)
3. O=C(Nc1ccccc1)Nc1ccc(Cl)c(S(=O)(=O)N2CCOCC2)c1
4. CSc1nsc(SCC(=O)Nc2cccc(NC(C)=O)c2)n1
5. Cc1cc(N2CCCC(C(=O)Nc3cccc4ccccc34)C2)n2ncnc2n1 (centres undefined)
6. COc1cccc(/C=C/C(=O)OCC(=O)c2ccc3c(c2)NC(=O)CO3)c1
7. N#Cc1ccccc1Sc1ccccc1C(=O)OCC(=O)N1CCN(C(=O)c2ccco2)CC1
8. O=C(COC(=O)c1cccc(S(=O)(=O)N2CCc3ccccc32)c1)Nc1ncc(Cl)cc1Cl

| compound no. | 1 | 2 | 3 | 4 | 5 | 6 | 7 | 8 |
| --- | --- | --- | --- | --- | --- | --- | --- | --- |
| USP2a inh | 1% | 0% | -3% | 2% | 2% | 0% | 1% | 4% |
| Eya2 phos inh | -18% | ? | -6% | -13% | -9% | -2% | 8%[15.4 µM] | 0% |
| p53 reactivation | -2% | · | -3% | 3% | -5% | 2% | -5% | 2% |
| ASM inhibitor | 6% | 0% | -4% | 0% | 1% | -1% | -1% | -2% |
| B2AR arrestin | 0.0% | 0.2% | 0.5% | 0.7% | -0.1% | -0.7% | 0.5% | -0.5% |
| TRPV1 ag | · | 5 | ? | -2 | -1 | 0 | 2 | 1 |
| BRCA1 expr up | 14% | -3% | -42% | 8% | -15% | 41% | -12% | 3% |
| a7 integrin act | 15% | -17% | ? | ? | -207%[inhibitor] | -18% | -25% | 0% |
| uPA generation | -2% | 1% | 3% | -1% | -1% | -10% | -5% | 1% |
| ELG1 genotox | 2% | -4% | -11% | 3% | -16% | -3% | 5% | 4% |
| PTAP TSG101 blk | -1% | -1% | -1% | 9% | 0% | 0% | -7% | -1% |

9. COC(=O)c1ccc(Cn2c(C)cc(C)[n+]2C)o1
10. CCOC(=O)C1=C(CSc2nc(-c3ccccc3)ccc2C#N)OC(N)=C(C#N)C1c1ccccc1 (centres undefined)
11. Cc1ccc(C)c(SCC(=O)Nc2cc(S(=O)(=O)N3CCOCC3)ccc2C)c1
12. COc1ccccc1C1CCN(C(=O)c2cnn(-c3ccccc3)c2C)CC1
13. COc1ccc(NS(=O)(=O)c2ccc(O)c(C(=O)OCC(=O)NC(C)C3CC4CCC3C4)c2)cc1 (centres undefined)
14. CCOC(=O)CNc1nc2ccccc2n2c(C)nnc12
15. N#CC1(Nc2ccc(-c3ccc(Cl)cc3)cc2)CCCC1
16. Cc1ccc(C(=O)N2CCN(C(=O)c3ccco3)CC2)cc1NC(=O)c1ccco1

| compound no. | 9 | 10 | 11 | 12 | 13 | 14 | 15 | 16 |
| --- | --- | --- | --- | --- | --- | --- | --- | --- |
| USP2a inh | 0% | -4% | -7% | -3% | 0% | 10% | · | 2% |
| Eya2 phos inh | 0% | 0% | -8% | ? | -21% | 2% | · | -7% |
| p53 reactivation | 0% | 11% | 17% | -2% | 0% | -4% | · | 12% |
| ASM inhibitor | 0% | 2% | -2% | 5% | -1% | 0% | -14% | 2% |
| B2AR arrestin | -0.4% | -0.1% | -0.1% | 0.1% | -0.1% | -0.5% | · | -0.1% |
| TRPV1 ag | 1 | -4 | 12 | -6 | -3 | -4 | · | 0 |
| BRCA1 expr up | -15% | -9% | 5% | -11% | 11% | 0% | 68% | -5% |
| a7 integrin act | 23% | -25% | -52%[inhibitor] | 12% | -37% | -3% | 2% | -33% |
| uPA generation | 2% | 0% | 1% | 9% | -4% | 4% | -1% | 2% |
| ELG1 genotox | 1% | ? | 1% | -8% | 2% | 4% | · | -3% |
| PTAP TSG101 blk | -5% | 11% | -1% | -1% | 0% | -1% | -5% | -1% |

17. Cc1cccn2c(=O)c3cc(C(=O)N4CCCC(C)C4)sc3nc12 (centres undefined)
18. CCOc1ccc(N=C(/C(C(=O)C(=O)N2CCOCC2)=C(\O)c2ccccc2)c2ccccc2)cc1
19. O=C(COC(=O)c1c(Cl)cccc1Cl)NC1CCCCCCC1
20. COc1ccc(CC2SC(N)=NC2=O)cc1 (centres undefined)
21. CN(C)/C=C/C(=O)/C=C/c1cn(-c2ncc(C(F)(F)F)cc2Cl)c2ccccc12
22. Cc1ccc(C)c(S(=O)(=O)N2CCN(C(=O)c3ccccn3)CC2)c1
23. Cc1ccc([C@@H]2[C@@H]3C(=O)N(C)C(=O)[C@@H]3[C@]3(C)C(=O)N(CCO)CC(=O)N23)o1
24. O=C(CSc1ncnc2scc(-c3ccc(Cl)cc3)c12)NCc1ccc2c(c1)OCO2

| compound no. | 17 | 18 | 19 | 20 | 21 | 22 | 23 | 24 |
| --- | --- | --- | --- | --- | --- | --- | --- | --- |
| USP2a inh | 2% | 0% | 3% | 1% | -2% | 0% | 1% | 3% |
| Eya2 phos inh | 14% | 5% | 3% | 5% | 19% | 12% | 12% | -3% |
| p53 reactivation | 4% | ? | -1% | · | -5% | -4% | · | -10% |
| ASM inhibitor | i | -24% | -1% | 6% | 5% | 4% | 3% | -2% |
| B2AR arrestin | -0.1% | -1.1% | -0.7% | -0.4% | -0.1% | -0.1% | 0.5% | 0.1% |
| TRPV1 ag | 28 | 27 | · | -1 | -3 | 6 | -4 | 8 |
| BRCA1 expr up | 12% | 7.9µM* | 5% | 3% | -78% | -15% | 21% | -29% |
| a7 integrin act | -14% | 11% | -5% | 21% | -40%[inhibitor] | 14% | -1% | 11% |
| uPA generation | 2% | -2% | -2% | 1% | -6% | 1% | 12% | 10% |
| ELG1 genotox | 17% | ? | -3% | -2% | -8% | -1% | 4% | -2% |
| PTAP TSG101 blk | -4% | -3% | -1% | -1% | -3% | -3% | -3% | -9% |

New compounds follow:
Each structure is followed by: USP2a inh | Eya2 phos inh | p53 reactivation | ASM inhibitor | B2AR arrestin | TRPV1 ag | BRCA1 expr up | a7 integrin act | uPA generation | ELG1 genotox | PTAP TSG101 blk
(25) COC(=O)c1ccc(C(=O)Nc2cc(Cl)ccc2Cl)cc1NC(=O)c1ccccc1C
  5% | -25% | 7% | 8% | -0.1% | -1 | -47% | 13% | · | -2% | 0%
(26) O=C(COc1ccc2cc(Br)ccc2c1Br)N1CCOCC1
  2% | -3% | -3% | -4% | 0.2% | ? | 40% | -14% | -9% | 0% | -1%
(27) CCOc1ccc(NC(=O)CSCc2cnn(-c3ccccc3)c2-n2cccc2)cc1
  -1% | -26% | -5% | -9% | 0.1% | 0 | 1% | -27% | 2% | -4% | -14%
(28) Cc1cc(C)n(C(=O)CSc2nnc(SCC(=O)n3nc(C)cc3C)s2)n1
  0% | -2% | 1% | 5% | -0.7% | -3 | -12% | -20% | 0% | 1% | -9%
(29) O=C(Cn1c(-c2ccccc2)noc1=O)NCc1ccccc1
  2% | -4% | 21% | 0% | -0.2% | 3 | 0% | -23% | · | 12% | -4%
(30) CCc1ccc(-c2cc(C(F)(F)F)n3nc(C(=O)Nc4c(C)nn(Cc5ccccc5C)c4C)cc3n2)s1
  3% | 2% | -4% | 365%[activator] | 0.1% | -2 | -55% | 10% | 7% | -10% | 0%
(31) CC(=O)Nc1cccc(NC(=O)C2CCN(C(=O)c3ccco3)CC2)c1
  1% | 2% | -3% | 9% | -0.5% | 1 | -19% | 5% | 2% | -2% | -1%
(32) COc1cc(NC(=O)CS(=O)(=O)c2ccc(C)cc2)cc(OC)c1OC
  2% | 5% | 3% | -4% | -0.3% | 0 | -19% | 2% | -7% | 4% | -1%
(33) Cc1ccc(-n2nc3c(=O)n(CCCC(=O)NCc4ccccc4F)nc(C)c3c2C)cc1
  -2% | -1% | 0% | -4% | 0.1% | 2 | -2% | 17% | 4% | -2% | 2%
(34) CN1C(=O)C2(NC(=O)c3ccccc3N2C)c2ccccc21 (centres undefined)
  -5% | -21% | -2% | 17% | 0.2% | -3 | -10% | -1% | 9% | -6% | -3%

Source: PubChem (National Center for Advancing Translational Sciences (NCATS))
